# High-throughput results as filed in PubChem BioAssay.
# RXFP1 ag – agonists of human relaxin receptor RXFP1; Potency, µM (series often up to 57.5 µM), for the others: at the highest dose activation, hits mostly activators; hit rate 0.3% among 370,000; Q9HBX9; HEK293T-RXFP1 cAMP TR-FRET, 30 min; response scale: percent of porcine relaxin response, buffer zero; note: potency is the fitted concentration of half-maximal effect; % is set by controls: 0 for no effect and ±100 for the full control effect; nearly all actives have a fitted effect of over 60% in size; many of its hits are not listed in these tables
# Target sequence (Q9HBX9 whole entry, looked up): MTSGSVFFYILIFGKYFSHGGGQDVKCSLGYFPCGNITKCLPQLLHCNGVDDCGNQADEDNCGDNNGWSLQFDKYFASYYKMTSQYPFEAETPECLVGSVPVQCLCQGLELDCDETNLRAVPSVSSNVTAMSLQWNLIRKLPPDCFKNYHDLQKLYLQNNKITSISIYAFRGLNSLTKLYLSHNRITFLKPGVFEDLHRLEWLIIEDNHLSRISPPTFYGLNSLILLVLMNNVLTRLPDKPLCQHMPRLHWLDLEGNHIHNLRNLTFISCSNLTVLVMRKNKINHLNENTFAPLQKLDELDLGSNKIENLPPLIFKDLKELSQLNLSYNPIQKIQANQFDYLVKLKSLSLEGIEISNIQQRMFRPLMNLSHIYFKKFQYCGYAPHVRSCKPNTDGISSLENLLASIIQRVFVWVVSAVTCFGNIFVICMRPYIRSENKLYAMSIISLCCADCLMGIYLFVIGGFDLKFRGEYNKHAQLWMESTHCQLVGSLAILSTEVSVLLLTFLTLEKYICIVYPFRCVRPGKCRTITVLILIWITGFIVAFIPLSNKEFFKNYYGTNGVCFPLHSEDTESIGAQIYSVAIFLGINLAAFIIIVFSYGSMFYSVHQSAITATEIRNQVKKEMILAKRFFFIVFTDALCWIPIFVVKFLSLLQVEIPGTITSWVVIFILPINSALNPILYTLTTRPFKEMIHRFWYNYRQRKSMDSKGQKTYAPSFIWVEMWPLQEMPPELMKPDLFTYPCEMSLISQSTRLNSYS
#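 HEK293 cells stably expressing RXFP1, treated 30 min at 37C with compounds plus PDE4 inhibitor Ro 20174; cAMP measured by HTRF TR-FRET. Normalized to buffer and 29 nM porcine relaxin; EC50 by Hill fit.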
# D1 potentiator – human D1 dopamine receptor positive modulation | hit rate 0.036% among 360,000 | HEK293 TREx D1 cells, calcium flux, dopamine EC20 potentiation | AID 504651 | potentiation, % at 10 µM; in the data active = potentiation above about 30%; note: 0% is about no effect
# GRP78 ERSR act – ER stress response induction in glioma. U87-MG GRP78 promoter luciferase reporter, 16 h. Potency, µM, inactives show at the top dose activation, most hits filed as activators. hit rate 0.02% among 420,000; note: potency is the fitted concentration of half-maximal effect; series mostly up to about 76 µM; % of control where 0% means no effect; nearly all actives have a fitted effect of over 35% in size
#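 Stably transfected U87-MG human glioma cells carrying a GRP78-based luminescent sensor were seeded at 1000 cells/well, pin-dosed with compounds and incubated 16 h. Luciferase reagent was then added, and end-point luminescence was read after 10 min at room temperature.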
# D1 agonist – activates the human D1 dopamine receptor. hit rate 1% among 360,000. activation, % at 2 µM. AID 504660. HEK293 T-REx D1 cells, calcium flux, agonist mode. P21728; in the data active = activation above about 30%; note: 0% is about no effect
#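 Inducible HEK293 T-REx D1 cells, force-coupled to calcium signalling, were plated at 4000 cells/well with tetracycline and held overnight at 30 C. After no-wash calcium dye loading, compound-evoked calcium rise over 180 s flagged agonists.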
# RXFP1 antag – RXFP1 (human) relaxin receptor antagonism | HEK293-RXFP1, relaxin-stimulated cAMP HTRF, 30 min; hits give low values | activity change, negative = inhibition, % at 57.5 µM | hit rate 0.59% among 350,000 | AID 1259400;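 active = activity change of -60% or lower, but not beyond a set lower limit; inconclusive = change between -60% and -40%, or beyond the set limit; inactive = change above -40%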; note: % is set by controls: 0 for no effect and ±100 for the full control effect
# Vif-APOBEC3F blk – blocks the Vif interaction with APOBEC3F | HeLa A3F-eYFP + Vif (tagged APOBEC3F with the HIV-1 protein that degrades it), YFP fluorescence increase | Potency, µM (doses to about 46.1 µM), without a hit: at the highest dose activity, negative = active | hit rate 0.2% among 390,000 | AID 602313; note: potency is the fitted concentration of half-maximal effect; % of control where 0% means no effect; nearly all actives have a fitted effect of over 65% in size
#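 HeLa cells stably expressing Vif plus C-terminally eYFP-tagged A3F were seeded, incubated overnight at 37 deg C, dosed with compound, incubated overnight again at 37 deg C. Yellow fluorescence (Ex 488/Em 500-530) reported blocked Vif-mediated A3F-eYFP degradation.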
# Vif-A3G inh – blocks the Vif interaction with human APOBEC3G | Q9HC16 | HeLa A3G-eYFP + Vif (tagged APOBEC3G with the HIV-1 protein that degrades it), YFP fluorescence, overnight | Potency, µM (top dose mostly 46.1 µM), inactives show at the highest dose activity, negative = active, hits mostly inhibitors | hit rate 0.076% among 410,000;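 note: potency is the fitted concentration of half-maximal effect; % is set by controls: 0 for no effect and ±100 for the full control effect; nearly all actives have a fitted effect of over 60% in size; hits raise eYFP signal because A3G escapes Vif-driven loss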
# Target sequence (Q9HC16 whole entry, looked up): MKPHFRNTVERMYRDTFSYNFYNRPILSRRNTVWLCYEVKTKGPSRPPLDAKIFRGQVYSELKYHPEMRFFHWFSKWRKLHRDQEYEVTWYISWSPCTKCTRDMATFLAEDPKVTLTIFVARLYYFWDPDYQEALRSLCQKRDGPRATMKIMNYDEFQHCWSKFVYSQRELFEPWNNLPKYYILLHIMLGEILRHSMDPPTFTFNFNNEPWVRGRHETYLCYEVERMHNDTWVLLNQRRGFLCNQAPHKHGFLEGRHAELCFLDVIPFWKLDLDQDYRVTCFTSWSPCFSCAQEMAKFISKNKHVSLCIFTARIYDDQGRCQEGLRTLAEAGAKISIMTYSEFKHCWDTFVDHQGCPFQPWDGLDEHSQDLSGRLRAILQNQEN
#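 Read-out is eYFP fluorescence (Ex 488/Em 500-530) from Vif-expressing HeLa A3G-eYFP cells; more signal means A3G escaped Vif-mediated degradation. Cells plated overnight, compound pinned in, incubated overnight at 37 deg C.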
# D2 potentiator – positive allosteric modulators of human D2 dopamine receptor; P14416; HEK293 T-REx D2, calcium flux, EC20 dopamine potentiation; potentiation, % at 10 µM; hit rate 0.34% among 340,000;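 active = potentiation over 3 SD above the plate norm, cut at about 30% in these data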; note: 0% is about no effect
#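 Potentiation of an EC20 dopamine calcium response is measured in a force-coupled, tetracycline-inducible Hek293 Trex D2 line. Compound-only kinetic reads over 180 s flag agonists before dopamine addition.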
# D1 antagonist – human D1 dopamine receptor antagonism | P21728 | HEK293 TREx D1 cells, calcium flux, dopamine EC80; hits give low values | activity change, negative = inhibition, % at 10 µM | hit rate 3.2% among 360,000 | AID 504652; in the data active = activity change below about -30%; note: % is set by controls: 0 for no effect and ±100 for the full control effect
#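 After overnight tetracycline induction at 30 C, force-coupled D1 HEK293 cells took up a no-wash calcium dye at room temperature. Compounds were added and monitored 180 s, and the response to EC80 dopamine was then recorded.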
# Numbers without * were called inactive; u = inconclusive; x = no result given; & = joins results of further samples. Unless noted, calls come from the whole dose curve; as a rule, active = well fitted curve in the direction sought with a large enough effect; inconclusive = small, poorly fitted or top-dose-only effect, or another doubt; inactive = no such curve, though single readings can be large; an effect the other way counts as inactive or inconclusive. Some of the compounds tested (hit frequency here may not be typical).
# The line under a structure holds: RXFP1 ag, D1 antagonist, RXFP1 antag, Vif-A3G inh, GRP78 ERSR act, D1 potentiator, Vif-APOBEC3F blk, D2 potentiator, D1 agonist
- O=C(/C=C/c1ccc(Cl)c(Cl)c1)N1CCc2ccccc21
 : 1.5%, 10, 5, -1%, 2%, 10, -10%, -6, 1
- Cc1cc(S(=O)(=O)n2ccnc2C(C)C)cc([N+](=O)[O-])c1C
 : -1.1%, 1, x, 1%, -4%, -1, -3%, -2, 0
- S=c1[nH]nc(-c2ccco2)n1/N=C/C(Cl)=C/c1ccccc1
 : 1.4%, -9, -28, u, u, -5, -15%, -4, 0
- CCOC(=O)C1(Cc2cccc(OC)c2)CCN(Cc2cccc3cnccc23)CC1
 : -2.0%, 3, 0, -1%, -2%, 7, -14%, 20, 2
- Cc1cc2c(sc3c(C)ccc(C)c32)c(C)n1
 : 0.1%, 13, 5, 3%, 2%, 1, 0%, -1, 2
- O=C1NC(Cc2ccccc2)c2nc3ccccc3c(=O)n2-c2cc3ccccc3cc21 (stereo not given)
 : x, x, -2, u, -3%, x, -32%, x, x
- Cc1cccc(C(=O)Nc2ccc(C(=O)/C=C/c3ccncc3)cc2)c1
 : 2.0%, -12, -31, -28%, 0%, 3, 10%, -4, 1
- CC1CCN(C(=O)c2cccc(NC(=O)c3nsc4ccccc34)c2)CC1
 : 2.4%, 1, -22, -5%, -6%, 4, 1%, 4, 3
- CCCS(=O)(=O)N1CCC(C(=O)NCCc2ccccc2)CC1
 : 1.5%, -5, 9, 1%, 2%, -3, 2%, -6, 2
- O=C(CN1CCC(NC(=O)c2ccccc2Cl)CC1)NCc1ccco1
 : -0.6%, -7, -1, 1%, -2%, -1, 2%, -7, 11
- N#CCCN(Cc1cccnc1)C(=S)Nc1ccccc1Cl
 : 3.9%, -5, 16, -2%, 0%, 7, -37%, 1, -2
- O=C(COC(=O)/C=C/c1cccc(F)c1)Nc1ccc2[nH]c(=O)[nH]c2c1
 : -0.9%, 3, -13, 0%, -4%, 4, 4%, -2, -2
- CC(C)(C)c1ccc(OCCCC(=O)N2CCOCC2)cc1
 : 0.3%, 2, 1, -1%, 0%, -1, -1%, 6, 6
- COc1ccccc1OCC(=O)NCc1nc(-c2ccc(Cl)cc2)no1
 : -1.6%, -6, -7, 3%, 0%, 0, 2%, -2, 4
- Cc1cc2nc(-c3ccc(NC(=O)c4cc5ccccc5o4)cc3)oc2cc1C
 : -0.7%, -20, 2, 1%, 0%, 0, 0%, x, 1
- Cc1ccc(C(C)C)c(OCC(=O)N/N=C/c2ccc(S(=O)(=O)O)o2)c1
 : 1.0%, 14, -10, -19%, -4%, 0, 9%, -6, 2
- O=C1NCCN1CCNS(=O)(=O)c1ccccc1[N+](=O)[O-]
 : 2.0%, 8, -14, 4%, -5%, 0, 5%, 0, -1
- O=C(O)CCCCCNC(=O)c1ccccc1Br
 : 0.4%, -19, -24, 0%, -3%, 0, 1%, 4, 0
- COc1ccc(N2C(=O)C3CCCN3C2c2cccc(Br)c2)cc1 (stereo not given)
 : 0.8%, 20, 9, 0%, -3%, x, -5%, -7, 2
- COc1cccc(-n2ccn(CC(=O)NCCc3ccccc3)c(=O)c2=O)c1
 : -0.6%, -3, 4, 1%, -1%, -4, 1%, -6, 1
- COc1ccc(-c2cc3nc4n(c(=O)c3s2)CCC4)cc1
 : 4.3%, -7, 22, -1%, -11%, 2, -8%, x, 3
- CC1=C(C#N)C2C(/C1=N/O)C2(C)C (stereo not given)
 : 0.4%, 6, 11, 0%, -1%, 4, -9%, -8, 1
- CCOc1ccc(CCNC(=O)COC(=O)COc2ccc(Br)cc2)cc1OCC
 : 0.5%, -4, -16, -1%, -3%, -7, 8%, -12, 2
- CC(NCCc1ccc(S(N)(=O)=O)cc1)C(=O)NCc1ccccc1 (stereo not given)
 : 4.2%, -2, 0, 3%, -2%, -1, 0%, 0, 5
- CCCCCN(C(=O)CCC(=O)OCC(=O)c1ccc(C(C)(C)C)cc1)c1c(N)n(CCCC)c(=O)[nH]c1=O
 : -0.3%, -2, -16, -1%, 8%, 1, -25%, 1, 3
- Cc1ccc(C)c(NC(=O)Cn2ncc3c(C)n(Cc4ccc(F)cc4)c(C)c3c2=O)c1
 : 2.1%, -3, -11, 1%, -4%, 5, -7%, 18, 22
- O=C(COc1ccc([N+](=O)[O-])cc1)Nc1ccncc1
 : 12%, -7, 9, 0%, -1%, -3, 8%, 1, 10
- CCOc1ccc(C2/C(=C(/O)c3ccc4c(c3)CC(C)O4)C(=O)C(=O)N2CC2CCCO2)cc1 (stereo not given)
 : 26%, -3, -6, -4%, -4%, -2, 0%, 9, 3
- O=C(Nc1cccc(C(=O)O)c1)/C(=C\c1ccco1)NC(=O)c1ccccc1Cl
 : 1.6%, 1, 1, -4%, -5%, -3, -5%, -7, 1
- Cc1cc(=O)n2[nH]c(C)cc2n1
 : 3.1%, 25, 1, 1%, -4%, -12, -3%, -3, 2
- CN(C)CCOC(=O)CCc1ccccc1
 : 0.6%, 13, -9, 0%, -2%, -7, -4%, 8, 3
- CCCCn1c(SCC(=O)Nc2ccc(C)c(S(=O)(=O)N3CCOCC3)c2)nnc1C(CC)N(C)C (stereo not given)
 : 0.8%, 13, 1, 0%, -4%, -1, -11%, 3, 0
- COc1ccc(NC(=O)CCC(=O)OCc2ccc([N+](=O)[O-])cc2)cc1
 : -1.4%, -31*, -5, 2%, 4%, 0, 1%, -3, 2
- CCOc1ccc(N(CC(=O)NCc2ccccc2)S(=O)(=O)c2c(C)noc2C)cc1
 : 2.1%, 10, x, 0%, 2%, -2, -2%, 13, 0
- COc1ccccc1NC(=O)Cc1coc2cc(C)ccc12
 : 0.2%, -1, -7, -7%, 1%, 0, -2%, 21, 7
- COc1ccc(C2NC(=O)NC3=C2C(=O)CCC3)cc1 (stereo not given)
 : -0.1%, 1, -2, -3%, -3%, -2, 9%, -4, 1
- COCCNC(=O)CCCN1C(=O)c2ccccc2Sc2ncccc21
 : -0.8%&-0.4%, 2&-14, 3&-5, 3%&-7%, -3%&-1%, 0&0, -9%&-1%, 10&1, 2&1
- Cc1ccc(-c2nc(C3CCN(S(=O)(=O)c4ccc(C(F)(F)F)cc4)CC3)no2)cc1
 : 1.7%, 10, 2, -9%, -2%, -3, -14%, -12, 3
- CC(=O)c1ccc(NC(=S)NC(=O)/C=C/c2ccco2)cc1
 : -0.5%, 1, -4, -11%, 1%, -1, 7%, -1, 4
- Cc1cccc(CCNC(=O)CN(C)S(=O)(=O)c2ccc3c(c2)c(=O)n(C)c(=O)n3C)c1
 : 0.3%, 4, x, 2%, 0%, -7, 5%, -13, 1
- O=S(=O)(Nc1nc2ccccc2nc1NCC1CCCO1)c1ccccc1 (stereo not given)
 : -3.3%, 1, -9, 1%, -1%, 1, 0%, -9, 1
- COC(=O)c1cc(Br)c(=O)n(Cc2cccnc2)c1
 : 4.1%, 3, -5, 0%, 2%, -2, -10%, 17, 1
- OCC1CCCN(C(=S)Nc2ccc(OC(F)F)cc2)C1 (stereo not given)
 : -1.5%, 3, -13, -2%, 8%, 6, 4%, -4, 0
- CSc1ccccc1NC(=O)CN1CCCCC1C (stereo not given)
 : 2.0%, 1, -9, 0%, -3%, 0, -6%, 8, -2
- CCOC(=O)N1CCN(C(c2cccnc2)c2ccc3cccnc3c2O)CC1 (stereo not given)
 : -0.2%, x, x, u, -1%, -3, u, 3, -2
- O=C(NNC1=NCCC1)c1cccc(S(=O)(=O)N2CCCC2)c1
 : 0.8%, 2, -1, 1%, -3%, 8, -10%, 12, 1
- COc1ccc(NC(=O)CSc2ccc3nnc(-c4cccnc4)n3n2)cc1OC
 : 18µM*, 2, 10, 0%, -4%, 3, 2%, 11, 7
- O=C(Nc1ccc(S(=O)(=O)Nc2ccccn2)cc1)c1cccc(Br)c1
 : 4.9%, 4, -2, -4%, -6%, 0, 1%, -4, 4
- COc1cccc(CNC(=O)C2Cc3cc(S(=O)(=O)N4CCCC4)ccc3N2C(C)=O)c1OC (stereo not given)
 : -1.3%, -5, 8, -1%, 0%, -2, 0%, 7, 2
- COC(=O)c1ccccc1NC(=O)COC(=O)/C=C/c1cccs1
 : x, x, -22, 4%, -2%, x, -16%, x, x
- CC(OC(=O)Cc1ccc(F)cc1)C(=O)NCc1ccc2c(c1)OCO2 (stereo not given)
 : -0.3%, 14, 1, 4%, -7%, -7, 3%, 7, 2
- COC(=O)[C@@H]1CCCN1C(=O)c1ccc(OC2CCN(Cc3ccccn3)CC2)cc1
 : -0.3%, 15, 19, -5%, 3%, -7, -15%, 23, 3
- Cc1ccc(OCCSCc2nnc(NC(=O)Nc3cccc(Cl)c3)s2)cc1
 : 5.2%, -29, -15, -5%, -4%, 8, 3%, 1, 21
- CCOC(=O)c1ccc(NC(=O)Nc2ccon2)cc1
 : 1.0%, -11, -4, -33%, -3%, -2, -25%, 1, 9
- C[C@H](NC(=O)Nc1cccc(C(F)(F)F)c1)C(=O)O
 : -0.8%, 1, -21, 0%, -3%, -6, -4%, -3, -2
- O=C(Cn1nc(C(F)F)cc1C(F)F)N/N=C/c1ccc2c(c1)OCO2
 : 0.7%, x, -12, 2%, 3%, x, -2%, x, x
- C=CCn1c(N)cc(=O)nc1SCC(=O)N1CCN(c2ccc(F)cc2)CC1
 : -0.1%, -1, -8, 0%, -2%, 2, 6%, -26, -2
- CN(C)CCCN(C(=O)c1ccc(S(=O)(=O)N2CCCCCC2)cc1)c1nc2c(F)cc(F)cc2s1
 : -0.3%, 21, -36, 3%, -2%, -5, 6%, 10, 0
- COc1ccc(CNC(=O)CN(C(=O)c2snc(C(N)=O)c2N)c2cccc(F)c2)cc1
 : 5.9%, 6, -6, 2%, -3%, -2, -12%, 27, -3
- CN(C(=O)c1cccc(N2C(=O)C3CC=CCC3C2=O)c1)C1CCCCC1 (stereo not given)
 : -0.6%, -30*, 23, 1%, 1%, -3, -6%, -9, 9
- Cc1cc(Cl)c(OCCCN2CCCCC2)c(Br)c1
 : -0.5%, 4, -8, 0%, 3%, -6, -16%, -15, 8
- COc1cc(Nc2ccc(S(=O)(=O)N3CCN(C)CC3)cc2[N+](=O)[O-])cc(OC)c1
 : 1.0%, 3, -15, 2%, -2%, 3, 3%, 0, 2
